zVAD death inh: inhibitors of zVAD-triggered necroptosis, primary screen, L929 cells; L929 zVAD necroptosis rescue, ATP luminescence, 24 h; with zVAD 60 µM; viability rescue, % at 10 µM; 220,000 compounds, 0.38% hits; AID 1377, 2008;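 active = activation, scaled between plate controls, above about 75%, limit read from the data; inactive = activation under that limit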;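 also: 0% = zVAD with DMSO and 100% = DMSO alone without zVAD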
MDM2 E3 inh: MDM2-luciferase reporter signal enhancers, primary screen, MDM2 E3 ligase inhibitor project, cell-based, luminescence, 1536-well. cell-based MDM2 ubiquitination luciferase reporter, 2 h; 0 = plate control, 100 = twice control, blank-subtracted. E3 ubiquitin-protein ligase Mdm2 (Homo sapiens), Q00987. AID 1230, 2008. 210,000 compounds, 0.11% hits. signal enhancement, % at 5 µM;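 active = signal enhancement of 30% or more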;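 also: luminescence tracks abundance of the self-degrading MDM2-luciferase fusion protein; higher signal means inhibition of MDM2 E3 ligase activity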
Target sequence (Q00987 whole entry, looked up, the tested form may be a part): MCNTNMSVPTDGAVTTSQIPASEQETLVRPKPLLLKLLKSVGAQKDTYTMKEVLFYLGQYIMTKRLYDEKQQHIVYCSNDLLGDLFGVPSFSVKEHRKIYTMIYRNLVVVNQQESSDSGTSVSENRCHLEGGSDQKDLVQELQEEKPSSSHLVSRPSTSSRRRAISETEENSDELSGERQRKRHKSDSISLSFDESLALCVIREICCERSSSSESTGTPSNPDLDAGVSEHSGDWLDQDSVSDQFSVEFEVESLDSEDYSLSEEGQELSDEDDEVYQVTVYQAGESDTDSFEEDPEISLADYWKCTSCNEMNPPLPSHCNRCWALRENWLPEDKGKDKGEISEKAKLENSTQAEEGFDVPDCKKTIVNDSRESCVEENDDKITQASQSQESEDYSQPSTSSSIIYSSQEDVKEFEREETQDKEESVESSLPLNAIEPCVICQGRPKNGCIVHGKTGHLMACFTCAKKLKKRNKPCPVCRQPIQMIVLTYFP
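Material: Stable MDM2–luciferase fusion reporter cells | Amount: 2000 cells seeded into each well | Dosing: One concentration, 5 µM, with 0.2% DMSO | Incubation: 4 h cell settling then 2 h compound exposure, 37 °C | Measured by: Luciferase luminescence | Read-out basis: % enhancement relative to plate controls after blank subtraction | Benchmarks: Control and blank well means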
eIF4E 4G PPI: eIF4E–eIF4G protein interaction inhibitors, primary screen, biochemical, uHTS, TR-FRET, eIF4GI fragment | Eukaryotic translation initiation factor 4E (Mus musculus) + Eukaryotic translation … | TR-FRET eIF4E-eIF4GI(517-606) binding, 2 h | inhibition, % at 21.7 µM | 220,000 compounds, 0.37% hits | AID 782, 2007;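 active = inhibition above about 30%, limit read from the data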;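 also: 0% = full FRET control wells and 100% = background wells lacking eIF4GI fragment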
PERK inhibitor: block of dimerizer-induced PERK translation repression, primary screen, PERK inhibitor project, CHO PERK-DD cells, SEAP luminescence, HTS | Eukaryotic translation initiation factor 2-alpha kinase 3 (Homo sapiens), Q9NZJ5 | CHO PERK-DD fusion, SEAP luminescence translation reporter | inhibition, % at 5.6 µM | 220,000 compounds, 0.17% hits | AID 1416, 2008;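 active = inhibition above the mean inhibition of all tested compounds plus 3 SD, set separately per screening campaign, cut at about 2.9% in these data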;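 also: PERK kinase domain activated by AP20187 dimerizer at 100 nM; 0% = DMSO with dimerizer and 100% = rapamycin at 8.4 µM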
m-calpain inh: inhibitors of pig calpain II, primary screen, biochemical, fluorogenic peptide substrate, 1536-well; purified calpain II, 30 min; inhibition, % at 16 µM; 220,000 compounds, 0.37% hits;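 active = inhibition above about 50%, limit read from the data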
Rad51 HR inh: human RAD51 strand exchange inhibitors, primary screen, biochemical, fluorescence. inhibition, % at 10 µM. 200,000 compounds, 0.085% hits. hRad51 DNA strand exchange, fluorescence dequenching. DNA repair protein RAD51 homolog 1 (Homo sapiens), Q06609;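 active = inhibition above 40% at the single screening dose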;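 also: 0% = DMSO control wells and 100% = blanks with heterologous ssDNA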
Target sequence (Q06609 whole entry, looked up): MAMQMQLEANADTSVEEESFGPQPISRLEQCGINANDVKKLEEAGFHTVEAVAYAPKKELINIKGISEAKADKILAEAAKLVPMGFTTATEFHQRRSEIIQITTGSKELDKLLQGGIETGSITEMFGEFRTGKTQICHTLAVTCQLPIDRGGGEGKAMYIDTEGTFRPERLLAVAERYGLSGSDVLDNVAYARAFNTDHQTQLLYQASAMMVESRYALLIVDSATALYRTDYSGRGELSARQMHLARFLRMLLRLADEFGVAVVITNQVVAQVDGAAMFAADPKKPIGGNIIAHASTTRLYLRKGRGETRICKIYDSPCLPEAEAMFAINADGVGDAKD
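Material: hRad51 filaments on single-stranded DNA; Reagent: Donor/quencher-labelled 47-bp dsDNA substrate; Compound: 10 µM final, single point; Schedule: 37 °C 15-min filament assembly, 30-min compound preincubation, 15-min exchange; Technique: FRET fluorescence, excitation 485 nm, emission 520 nm; Benchmarks: control wells and blank wells on each plate.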
TNF death inh: inhibitors of TNF-alpha triggered necroptosis, primary screen, cell-based, Jurkat FADD-/-, single concentration; Jurkat FADD-/- TNF necroptosis rescue, ATP luminescence, 24 h; 0 = TNF only, 100 = no-TNF cells; activation (protection from cell death), % at 10 µM; 220,000 compounds, 0.068% hits; AID 463075, 2010;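 active = activation, meaning protection from cell death, of at least 50% relative to plate controls; inactive = activation below 50%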;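 also: necroptosis triggered by 40 ng/mL TNF-alpha added together with compound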
Cl transport mod: KCC2 cotransporter modulators, thallium flux, primary screen, cell-based, HEK293 KCC2, FluoZin-2 fluorescence, MLSMR. Solute carrier family 12 member 5 (Homo sapiens), Q9H2X9. KCC2 cells, thallium flux FluoZin-2 fluorescence. B-score of Tl+ flux slope (higher = more flux/activation; lower = inhibition) at 10 µM. 190,000 compounds, 2.2% hits;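 active = thallium flux slope and its plate-corrected score both differing from the plate sample mean at a set confidence after two filtering rounds, in either direction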;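 also: slope of fluorescence scaled to starting intensity during 10 to 20 s after thallium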
EBV gp42 block: Epstein-Barr virus gp42 inhibitors, primary screen, biochemical, uHTS, fluorescence polarization; AID 1085, 2008; Fluorescence polarization binding assay, mP read-out; 220,000 compounds, 0.42% hits; Glycoprotein 42 (Epstein-Barr virus (strain AG876)), Q1HVG2; inhibition, % (tested at 21.74 µM); in the data active = inhibition above about 50%
Target sequence (Q1HVG2 whole entry, looked up): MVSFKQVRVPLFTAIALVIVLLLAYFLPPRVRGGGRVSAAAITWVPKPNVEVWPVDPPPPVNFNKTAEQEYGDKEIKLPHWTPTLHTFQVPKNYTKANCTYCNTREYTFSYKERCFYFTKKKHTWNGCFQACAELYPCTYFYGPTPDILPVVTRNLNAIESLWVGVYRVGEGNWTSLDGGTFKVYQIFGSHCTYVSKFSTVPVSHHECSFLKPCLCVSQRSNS
Active calls of the source: *; / = not tested or not shown; [ ] = remark or other dose.

SMILES | zVAD death inh | MDM2 E3 inh | eIF4E 4G PPI | PERK inhibitor | m-calpain inh | Rad51 HR inh | TNF death inh | Cl transport mod | EBV gp42 block
Cc1ccc(NC(=O)C(c2ccccc2)C2CCCC2)cc1 (stereo unspecified) | 2.2 | -4 | -10 | 0.4 | 10 | -2 | 2.6 | -0.33 | -16
O=C(O)CN(c1ccc(F)cc1)S(=O)(=O)c1ccc2c(c1)OCCO2 | -0.6 | 26 | 2[fluorescence artefact?] | 0.0 | -21 | 1 | -1.5 | / | 7
Cc1ccc2c(n1)sc1c(-c3ccc(Br)cc3)c(C#N)c(N)nc12 | -0.1 | -6 | -51 | 0.6 | -230 | 1 | -3.0 | 0.33 | -14
CCOC(=O)CCc1c(C)c2c(C)nn(-c3ccccc3)c2[nH]c1=O | 0.3 | -42 | 4 | 0.4 | 8 | 2 | 0.8 | 1.4 | -1
Cc1ccc(/C=N/N2CCN(c3ccccn3)CC2)cc1 | 2.3 | 4 | -5 | 1.4 | -9 | -4 | 0.9 | -1.2 | -1
C=CC[N+]1(CC=C)CCOCC1 | 8.2 | 3 | -1 | 1.5 | -10 | -1 | -0.2 | 1.1 | -13
Cn1c(N)c(C(=O)COC(=O)C2CCCC2)c(=O)n(C)c1=O | 1.9 | -1 | 0 | 0.2 | 17 | 0 | 0.2 | 0.68 | 0
COc1ccc(OC)c(C(=O)c2coc3ccc(OC(C)=O)cc23)c1 | 0.3 | -12 | 4 | 0.6 | 18 | 8 | -1.6 | / | -8
O=C(OCC(=O)N1CCCc2ccccc21)c1ccc(Cl)nc1 | 0.2 | -94 | -7 | -0.6 | 22 | 22 | 0.1 | 1 | -13
COc1cc(C(=O)NNC(=S)NC(=O)/C=C/c2ccccc2)cc(OC)c1OC | -0.1 | 4 | 0 | 1.3 | -7 | 9 | 0.5 | 1.1 | 3
CC1CC(C)(C)NC(=S)N1CC(=O)N1CCN(Cc2ccccc2)CC1 (stereo unspecified) | 2.2 | -11 | 2 | 1.2 | 0 | 7 | 0.6 | -0.55 | -6
O=C(NCCC1=CCCCC1)C1CCN(S(=O)(=O)c2cnc[nH]2)CC1 | / | -12 | -4 | 1.2 | -18 | 5 | 0.7 | 0.47 | -10
COc1ccc(C(=O)NNC(=S)Nc2ccccc2)cc1 | 0.3 | -1 | -2 | 1.1 | -17 | -5 | -1.5 | 0.27 | -6
N#Cc1ccc(Cl)cc1NC(=O)COC(=O)c1ccc2c(c1)OCCO2 | -0.3 | -3 | -3 | -0.5 | -21 | -1 | -0.7 | 0.019 | -12
CC(Sc1nc2nn(-c3ccccc3)c(=O)c-2c2n1CCCCC2)C(N)=O (stereo unspecified) | -0.4 | -4 | -2 | -0.5 | -32 | 3 | -1.2 | 0.18 | 1

Structures above that contain an NH in an aromatic ring (2):
SMILES | zVAD death inh | MDM2 E3 inh | eIF4E 4G PPI | PERK inhibitor | m-calpain inh | Rad51 HR inh | TNF death inh | Cl transport mod | EBV gp42 block
CCOC(=O)CCc1c(C)c2c(C)nn(-c3ccccc3)c2[nH]c1=O | 0.3 | -42 | 4 | 0.4 | 8 | 2 | 0.8 | 1.4 | -1
O=C(NCCC1=CCCCC1)C1CCN(S(=O)(=O)c2cnc[nH]2)CC1 | / | -12 | -4 | 1.2 | -18 | 5 | 0.7 | 0.47 | -10

Remaining list, next part
SMILES | zVAD death inh | MDM2 E3 inh | eIF4E 4G PPI | PERK inhibitor | m-calpain inh | Rad51 HR inh | TNF death inh | Cl transport mod | EBV gp42 block
C/C(CC(=O)Nc1cccnc1)=N/NC(=O)COc1ccc(Cl)cc1Br | 1.1 | -1 | -1 | 0.8 | -17 | / | 3.1 | -0.037 | -10
Cc1ccc(-c2c(C(=O)Nc3ccccc3C)c(C)[nH]c(=S)c2C#N)o1 | 0.7 | 3 | -2 | 0.7 | -19 | / | -1.1 | / | -3
CCCNC(=O)COC(=O)c1ccc(Cl)c(S(=O)(=O)N2CCCC2)c1 | 0.6 | -5 | -14[fluorescence artefact?] | 0.4 | -58 | -5 | 0.6 | -1.3 | -5
O=C(CN1C(=O)S/C(=C\c2ccc(Cl)cc2)C1=O)NNC(=O)c1ccccc1O | 1.6 | -9 | 33* | 1.3 | -65 | -2 | 0.7 | 0.066 | 7
COc1cc(Cl)c(C)cc1NC(=O)[C@@H]1CCCN1C(=O)c1cccs1 | -0.2 | -14 | -1 | -0.3 | 24 | -5 | 1.0 | 0.24 | -15
Cc1cc(/C(N)=N/OC(=O)c2cccc(Cl)c2)no1 | -0.3 | -21 | 5 | 0.2 | -9 | 10 | 1.2 | -0.02 | -15
CCCCc1nc(SCCN2CCOCC2)c2c(=O)n(C)c(=O)n(C)c2n1 | 1.0 | -5 | -2 | 0.2 | 25 | -3 | -1.4 | -0.11 | -2
CC(=O)Nc1ccc2c(c1)N(C(=O)CN(C)C)c1ccccc1CC2 | 0.0 | 10 | -5[fluorescence artefact?] | 1.1 | -58 | 1 | 0.6 | 0.28 | -5
COC(=O)c1cc(OC)c(OC)cc1NC(=O)CCc1ccc(C)o1 | 0.0 | -11 | -12 | 0.0 | -20 | -4 | -1.4 | -0.65 | -12
Cc1c(C(=O)OCC2CCCO2)[nH]c2c1C(=O)CC(c1ccc(N(C)C)cc1)C2 (stereo unspecified) | -0.2 | -7 | -3 | -0.8 | -5 | -1 | -4.2 | -0.39 | -18
CCn1nc(C)c(/C=N/NC(=O)Cn2nnc(N)n2)c1C | 0.0 | -9 | 4 | 0.4 | 13 | / | -0.3 | 0.8 | -12
Cc1c(Br)c([N+](=O)[O-])nn1CC(=O)N1CCN(Cc2ccccc2)CC1 | -0.2 | -14 | 0 | -0.1 | 36 | -1 | -0.9 | -2.5 | -3
CCC(C)NS(=O)(=O)c1ccc(OCC(=O)Nc2ccc3c(c2)OCCO3)cc1 (stereo unspecified) | 0.8 | -2 | 1[fluorescence artefact?] | -0.7 | 14 | 7 | 0.1 | -0.27 | 16
Cc1[nH]nc2oc(=O)c(CCO)c(C)c12 | -0.5 | -5 | -4[fluorescence artefact?] | 0.4 | -25 | 1 | 0.0 | -0.84 | 2
CCN(CCCNC(=O)COc1cc(=O)n(CC)c2ccccc12)c1ccccc1 | -0.3 | -3 | 3[fluorescence artefact?] | -0.8 | 12 | / | -4.5 | 4.6* | -9
C/C(CC(=O)Nc1ccccc1-c1ccccc1)=N\NC(=O)COc1ccc(C)cc1Br | 1.6 | 9 | -11 | -2.0 | -27 | -3 | -0.1 | -0.29 | -2
O=C(COc1ccccc1F)Nc1nnc(-c2ccncc2)s1 | 0.1 | -15 | 2 | 0.0 | -167 | -6 | 1.7 | 1.4 | -18
O=C(Oc1ccnc2cc(Cl)ccc12)N1CCOCC1 | -0.2 | -6 | -6[fluorescence artefact?] | 0.7 | -43 | 2 | -7.4 | -0.078 | -7
O=S(=O)(NC(=NCCc1ccc(Cl)cc1)c1ccccc1Cl)c1cccs1 | 0.4 | 2 | 1 | -0.4 | 21 | 18 | 3.2 | -1.3 | -7
COc1cccc(C(=O)CN(C(=O)c2ccc(Cl)c(Cl)c2)N2C(=O)c3ccccc3C2=O)c1 | 0.3 | -6 | -3 | -1.0 | -31 | -5 | -1.7 | / | -17
COc1ccc(C(C)(C)C)cc1NC(=O)C1C2C=CC(C2)C1C(=O)O (stereo unspecified) | -0.2 | 4 | 1 | 0.8 | 15 | -4 | 0.3 | -0.3 | -16
COc1ccc2c(c1)NC(c1cc(Cl)cc(Cl)c1O)c1cccn1-2 (stereo unspecified) | 0.0 | -14 | -4 | 0.0 | 26 | / | -0.1 | 0.1 | 14
O=C(CSc1nnc(COc2ccccc2)o1)N1CCN(c2ccccc2)CC1 | -0.5 | / | 0 | 0.8 | -6 | -2 | -1.3 | 2.3 | -25
CC(C)Cn1c(-c2ccco2)csc1=Nc1cccnc1 | 0.3 | -1 | 4 | -0.4 | -188 | -9 | -2.0 | -0.84 | 3
CCOc1ccc(-c2cc(C(=O)N3CCN(c4ccccn4)CC3)c3ccccc3n2)cc1 | 0.7 | -48 | 3 | 0.8 | -29 | 5 | -8.3 | 0.67 | -17
Cn1c(=O)c2c(nc(OCc3cccnc3)n2Cc2c(F)cccc2Cl)n(C)c1=O | 0.4 | -8 | -7 | -0.6 | -12 | 7 | -3.5 | -0.82 | -11
Cn1c(-c2csc(-c3ccccc3)n2)n[nH]c1=S | 1.0 | 0 | 4 | -1.2 | -14 | 0 | -2.1 | 5.2* | -16
O=C(NC(c1ccc(Cl)cc1)c1cc(Cl)c2cccnc2c1O)c1cccnc1 (stereo unspecified) | / | -5 | 4 | 0.7 | -7 | 22 | -22 | 1 | -6
Cc1ccnc(NS(=O)(=O)c2ccc(NS(=O)(=O)Cc3ccccc3)cc2)n1 | -0.1 | -3 | 3[fluorescence artefact?] | 2.5 | -13 | -3 | -1.0 | -1.1 | -9
C/C=C\C=C\C(=O)N1CC2(CC(c3cccc(NC(=O)CC(c4ccccc4)c4ccccc4)c3)=NO2)C[C@H]1C(N)=O (stereo partly specified) | -0.4 | 0 | 1 | / | -92 | -2 | -3.4 | -1.4 | -17
CC(C)OC(=O)/C(=C/c1ccco1)c1ccccc1 | 0.1 | -12 | 5 | 1.0 | 13 | 1 | -0.4 | 0.9 | -6
O=C(c1ccc(CS(=O)(=O)c2ccc(Br)cc2)o1)N1CCCCCC1 | 0.6 | -8 | -2 | -0.3 | 8 | -3 | -0.2 | -0.8 | -15
O=C(CSCSCC(=O)Nc1ccc2c(c1)OCO2)Nc1ccc2c(c1)OCO2 | -0.4 | -13 | -1 | 1.6 | 19 | -7 | -1.7 | 0.82 | 1
Cc1csc2ncc(C(=O)NCc3ccccc3Cl)c(=O)n12 | -0.3 | -7 | 2 | -0.3 | -105 | -1 | -2.6 | -1.5 | -15
O=C1C2(CCCC13COC(c1ccc(O)cc1)OC3)COC(c1ccc(O)cc1)OC2 (stereo unspecified) | 0.0 | -3 | -13 | 0.4 | 9 | -14 | -2.3 | 0.72 | -14
CCOC(=O)c1c(CSc2ccsc2)n(C)c2cc(Br)c(O)c(CN(C)C)c12 | 0.5 | -12 | 8 | -2.8 | 24 | -12 | 4.6 | -2.7 | -1
CCCS(=O)(=O)C/C(N)=N/OC(=O)c1ccccc1Cl | -0.2 | 3 | 2 | 1.3 | 2 | 19 | 1.6 | -1.3 | -10
CCN(CC)S(=O)(=O)c1ccc(C(=O)OCC(=O)N2CCN(C(=O)c3ccco3)CC2)cc1 | 0.4 | -10 | 6 | 1.4 | -17 | -3 | 1.5 | -0.022 | -2
